# Bioassay records: PubChem BioAssay, Broad Institute
# Statin myotox sup: suppressors of simvastatin-induced myotoxicity in C2C12 myotubes; ATP luminescence, 48 h; scaled: DMSO 0, geranylgeraniol control 100; 0.78% of 330,000 active; rescue of ATP level, % at 7.49 µM;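 active = mean ATP rescue above about 67%, or every replicate alone reaching that limit, limit read from the data, passing the limit was not always enough; inconclusive = no clear call, values can overlap the other calls; inactive = mean under the limit and some replicate under it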;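 also: myotubes were challenged with 10 µM simvastatin during compound exposure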
# S100A4 inh HTS: blocks human S100A4 binding to myosin IIA peptide; P26447; S100A4/TAMRA-MyoIIA peptide fluorescence polarization; 0.14% of 360,000 active; AID 652163; inhibition, % at 10.7 µM;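 active = mean inhibition of at least 70% across replicates, with every replicate also reaching that level; inconclusive = mean inhibition reaches 70% but some replicates fall short; inactive = mean inhibition below 70%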
# Target sequence (P26447 whole entry, looked up): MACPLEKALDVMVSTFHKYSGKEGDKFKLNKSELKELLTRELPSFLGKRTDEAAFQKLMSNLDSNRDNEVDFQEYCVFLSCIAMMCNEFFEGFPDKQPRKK
#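 Material: human S100A4 monomer with TAMRA-labelled myosin IIA peptide; buffer or medium: HEPES pH 7.2 with CaCl2, KCl, NaCl, DTT, Triton; compound dosing: one concentration per compound; schedule: 5 min incubation before reading; benchmarks: neutral control DMSO, positive control TFP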
# PglD inh: PglD (C. jejuni) enzyme inhibition | purified PglD enzyme, DTNB colorimetric CoA detection | inhibition, % at 12.5 µM | 0.098% of 360,000 active; in the data active = inhibition above about 16%, passing the limit was not always enough; inconclusive = no clear call, values can overlap the other calls; also: strong numbers were not always called active
# DENV2 CPE rescue: protects cells from dengue virus 2 cytopathic effect. CPE inhibition, % at 9.99 µM. 1.7% of 350,000 active. DENV2-infected cells, cytopathic effect rescue, plate reader; in the data active = CPE inhibition above about 20%, passing the limit was not always enough; inconclusive = no clear call, values can overlap the other calls; tested in BHK-21 cells;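 also: 0% = median of neutral control wells and 100% = median of positive control wells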
# E-selectin induc: E-selectin induction on HUVECs; P16581; activation, % at 7.58 µM; HUVEC E-selectin immunofluorescence imaging; normalized: neutral wells 0, TNF-alpha wells 100; 0.37% of 260,000 active;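 active = mean E-selectin-positive cell signal at least 10% of the positive control, reached in at least 60% of replicates, without over 20% cell loss; inconclusive = no rule given, readout overlaps actives, possibly toxicity-flagged; inactive = the rest, including those meeting only one limit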;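 also: in these data hits start at about 27%; measured in HUVEC primary endothelial cells; signal is the percent of cells scored E-selectin positive by PE staining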
#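 System: HUVEC, human umbilical vein endothelial cells; quantity: 3,000 cells/well; buffer or medium: EGM-2 medium, gelatin-coated wells; dosing: single-point compound dose; detection: immunofluorescence imaging; evaluation: % PE-positive cells; benchmarks: TNF-alpha, DMSO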
# SIRT5 inh: inhibitors of human sirtuin-5 desuccinylase; Purified SirT5, succinyl-peptide AMC, trypsin-coupled fluorescence; Q9NXA8; AID 652115; inhibition, % at 15 µM; 1.1% of 330,000 active; in the data active = inhibition above about 15%; inconclusive = no clear call, values can overlap the other calls
# Target sequence (Q9NXA8 whole entry, looked up): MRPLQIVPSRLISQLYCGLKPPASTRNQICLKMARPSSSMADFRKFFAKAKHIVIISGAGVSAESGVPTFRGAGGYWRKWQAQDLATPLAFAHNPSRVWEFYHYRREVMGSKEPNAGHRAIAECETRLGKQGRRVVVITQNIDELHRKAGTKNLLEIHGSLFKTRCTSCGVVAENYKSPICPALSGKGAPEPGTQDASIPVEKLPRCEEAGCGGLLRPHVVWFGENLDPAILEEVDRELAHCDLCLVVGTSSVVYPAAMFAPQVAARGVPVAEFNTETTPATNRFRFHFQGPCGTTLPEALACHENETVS
# ERp5 block: ERp5 (human) disulfide isomerase inhibition | ERp5 insulin aggregation, absorbance 650 nm, 90 min | inhibition, % at 9.99 µM | 0.05% of 350,000 active | AID 651711;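 active = mean replicate inhibition above about 25%, with every replicate also reaching it, limit read from the data, passing the limit was not always enough; inconclusive = only one of those two criteria met; inactive = neither criterion met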
# Target sequence (Q15084 whole entry, looked up): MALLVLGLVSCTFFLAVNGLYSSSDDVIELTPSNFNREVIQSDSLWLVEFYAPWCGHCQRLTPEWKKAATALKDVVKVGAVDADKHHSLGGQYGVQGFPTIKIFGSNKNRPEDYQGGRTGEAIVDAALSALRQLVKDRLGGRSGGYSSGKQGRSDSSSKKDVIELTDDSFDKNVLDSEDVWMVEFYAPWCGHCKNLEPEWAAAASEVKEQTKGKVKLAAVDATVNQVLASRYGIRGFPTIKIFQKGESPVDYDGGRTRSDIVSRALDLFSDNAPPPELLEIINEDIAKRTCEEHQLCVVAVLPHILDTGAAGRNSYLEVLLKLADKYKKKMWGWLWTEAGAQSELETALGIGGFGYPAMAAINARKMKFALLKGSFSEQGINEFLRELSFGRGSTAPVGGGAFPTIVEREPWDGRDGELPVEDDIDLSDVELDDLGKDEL
# An asterisk follows results filed as active; ? = inconclusive; . = not tested or not shown; & = joins results of further samples. Some of the compounds tested. The share of hits here may be higher or lower than overall.
SMILES,Statin myotox sup,S100A4 inh HTS,PglD inh,DENV2 CPE rescue,E-selectin induc,SIRT5 inh,ERp5 block
CCOC(=O)Nc1sc(C)c(C)c1C(=O)OCC,.,3,.,4,.,.,-4
C[C@H]1CN([C@@H](C)CO)C(=O)c2cc(NC(=O)CCCCCC(=O)Nc3ccccc3N)ccc2O[C@H]1CN(C)S(=O)(=O)c1ccc(Cl)cc1,.,-5,.,-1,-0.3,5,-2
CC(=O)Nc1ccc(CCNC(=O)c2ccc3ccccc3c2O)cc1,.,5,.,2,0.3,.,-3
COCc1ccc(C(=O)N2CCCC(Nc3ccc(F)c(F)c3)C2)s1 (centres undefined),-15,-2,2,-2,0.3,3,1
COc1ccc(NC(=O)COC(=O)Cc2coc3cc(OC)ccc23)c(OC)c1,0,-13,-2,3,-2.3,-4,4
Cn1cnc(S(=O)(=O)N2CCCCN3[C@@H](CO)[C@@H](c4ccc(-c5ccccc5)cc4)[C@@H]3C2)c1,.,0,0,0,0.1,-1,-5
Cc1cc(C)c(S(=O)(=O)N2CCCC(C(=O)NCc3cccnc3)C2)c(C)c1 (centres undefined),.,0,-3,15,-0.7,7,2
COc1cccc(CCNC(=O)C2CCC(=O)N(C3CC3)C2)c1OC (centres undefined),-4,-1,-6,-2,.,2,0
CCC(=O)Nc1ccc2c(c1)OC[C@H](C)N(CCC(F)(F)F)C[C@H](C)[C@H](OC)CN(C)C2=O,-6,-3,3,3,0.0,2,3
CC(=O)Nc1ccc(C(=O)Nc2ccc(S(=O)(=O)N3CCCC3)cc2)cc1,-7,-1,8,.,.,-1,-1
Cc1ccc(OCC(=O)NC(=S)Nc2ccc(S(=O)(=O)Nc3cc(C)on3)cc2)c(Br)c1,.,2,-2,-1,.,2,0
O=C(/C=C\c1ccco1)Nc1nc(-c2ccc3ccccc3c2)cs1,.,-2,.,4,.,.,-3
CCOC(=O)c1ccc(N2CSC3=C(C#N)C(c4ccc(OC)cc4OC)CC(=O)N3C2)cc1 (centres undefined),-1,-3,-1,0,.,1,-2
COc1cccc(CC(=O)Nc2nc(C)cs2)c1,-9,3,-6,-9,1.2,5,4
C[C@H](CO)N1C[C@H](C)[C@@H](CN(C)S(=O)(=O)c2cn(C)cn2)Oc2ccc(NC(=O)CCN3CCOCC3)cc2C1=O,15,8,-2,-3,.,14,0
CCOC(=O)c1c(N2C(=O)C3C4C=CC(C4)C3C2=O)sc2c1CCC(C)C2 (centres undefined),0,4,-1,-1,.,1,1
COc1ccccc1NS(=O)(=O)c1ccc(O)c(C(=O)OCC(=O)c2ccc(Cl)cc2Cl)c1,.,-1,.,-7,0.5,0,1
CCc1nn(C(C)C(=O)N2CCN(c3ccccc3)CC2)c(=O)c2cc3occc3n12 (centres undefined),.,6,.,-6,.,-2,-1
CC(C)CC1C(=O)N(Cc2cn(CC3CCCCC3)nn2)CCS(=O)(=O)N1Cc1ccc(-c2cccc(CO)c2)cc1 (centres undefined),-13,-2,1,3,10.0,2,-3
COc1ccc(C(=O)N2CCCCC2C(=O)Nc2ccc(-n3nc(C)cc3C)cc2)o1 (centres undefined),4,-4,5,5,.,0,3
O=C(O)Cn1nnc(-c2ccc(OCc3ccccc3Cl)cc2)n1,5,-1,.,-2,-0.1,-2,1
COc1ccccc1NC(=O)c1cccnc1,22,.,2,.,-1.7,.,.
N#Cc1c(NC(=O)c2ccco2)sc2c1CCC2,20,-4,1,4,-0.6,-1,3
O=C(CNC(=O)c1ccccc1Br)N/N=C/c1ccc(O)cc1,.,-3,.,1,.,-2,5
CN=C1SC(C(=O)Nc2ccccc2Cl)CC(=O)N1c1ccc(OC(F)(F)Cl)cc1 (centres undefined),.,-2,.,-3,-0.2,1,2
# Additional entries
SMILES,Statin myotox sup,S100A4 inh HTS,PglD inh,DENV2 CPE rescue,E-selectin induc,SIRT5 inh,ERp5 block
Cc1ccc(S(=O)(=O)N(C)C[C@@H]2Oc3ccc(NC(=O)NC4CCCCC4)cc3C(=O)N([C@@H](C)CO)C[C@@H]2C)cc1,-68,6,1,1,0.1,7,1
O=C(Nc1ccccc1)N1C[C@@H]2[C@H](c3ccccc31)[C@H](CO)N2C(=O)c1ccccc1F,7,.,6,.,0.1,.,.
COc1cc(/C=C\C(=O)Nc2cc(=O)n(C)c(=O)n2C)cc(OC)c1OC,.,-3,.,-2,.,5,3
C[C@@H]1CN([C@@H](C)CO)C(=O)c2cc(C3=CCCCC3)cnc2O[C@H]1CN(C)CC1CCOCC1,-12,-16,5,?,0.4,-5,-8
COc1ccc(NC(=O)CSc2nc3[nH]c(=O)cc(O)c3s2)c(OC)c1,13,-3,-3,-9,-1.6,1,.
CC(C)c1ccc2[nH]c(O)c(N=NC(=S)NCCc3ccccc3)c2c1,.,-2,-4,-8,12,1,0
COc1ccc(NC(=O)CN(C)C(=O)c2c(C)nn(Cc3ccc(C)cc3)c2Cl)cc1,-3,-1,-1,-5,0.0,-3,7
O=C(C1CCC(=O)N1Cc1cccs1)N1CCOCC1 (centres undefined),1,4,.,-4,-0.2,4,-3
O=C(Nc1ccc(Cl)cc1)N[C@H]1CC[C@H](CCn2cc(-c3ccccc3F)nn2)O[C@@H]1CO,11,1&-5,1,-2&-3,-0.1&-0.1,10,0&-2
CC1CCC2(CC1)NC(=O)N(NC(=O)C1CCN(C(=O)c3ccc(Cl)cc3)CC1)C2=O (centres undefined),4,-2,0,1,.,6,-1
CCOC(=O)C1=CN(CC)S(=O)(=O)NC1c1ccccc1 (centres undefined),0,-3,1,-15,.,-3,-7
Cc1nc2ccccc2c(=O)n1NC(=O)c1ccc([N+](=O)[O-])cc1Cl,.,-2,.,0,.,-4,2
COc1ccc(/C=N/NC(=O)c2cc(C)n(-c3ccccc3)c2C)cc1OC,.,-9,.,8,.,-1,2
COc1cc(C(C)=O)ccc1OCC(O)Cn1nc(C)c(Br)c1C (centres undefined),2,-21,3,6,.,3,-3
Cc1cccc(N(C(=O)c2snc(C(N)=O)c2N)C(C(=O)NC2CCCC2)c2ccncc2)c1 (centres undefined),22,5,3,1,.,-4,3
CC(C)c1ccc(N(CC(=O)NCc2cccnc2)S(=O)(=O)c2ccccc2)cc1,14,0,4,3,-0.2,5,0
CC1(C)CC(=O)c2sc(N)nc2C1,8,-1,-1,.,.,10,2
COc1ccc(-c2cnc3c(c2)C(=O)N([C@@H](C)CO)C[C@H](C)[C@H](CN(C)Cc2ccccc2)O3)cc1,43,8,3,-3,0.2,1,-4
COc1ccc(NC(=O)NCCc2ccc(Cl)cc2)cc1OC,.,2,.,-3,-2.8,1,1
COc1ccc(C(=O)Nc2ccc3nc(C)sc3c2)cc1OC,.,3,.,0,.,-1,2
C[C@H](CO)N1C[C@H](C)[C@@H](CN(C)CC2CCCCC2)Oc2ccc(NC(=O)c3ccncc3)cc2C1=O,-10,-6,-1,.,0.1,-1,3
Cc1cccc([C@@H]2[C@@H]3C(=O)N(Cc4ccccc4)C(=O)[C@@H]3[C@]3(Cc4ccc(Cl)cc4)C(=O)N(c4ccccc4)C(=O)N23)c1,-10,-3,4,-9,-0.2,-4,1
CC(C)CN(C(=O)CN(C)CC(=O)Nc1ccc(Cl)c(C(F)(F)F)c1)c1c(N)n(CC(C)C)c(=O)[nH]c1=O,-7,1,-3,-1,-0.2,2,-7
COc1ccc(-n2c(=O)[nH]cc(C(=O)Nc3ccccc3)c2=O)cc1,-3,0,-5,17,0.7,-1,2
COc1ccc(S(=O)(=O)N2CCC[C@H]2C(=O)NC2=NCCS2)cc1,4,5,-1,.,.,-4,-4
# More structures
SMILES,Statin myotox sup,S100A4 inh HTS,PglD inh,DENV2 CPE rescue,E-selectin induc,SIRT5 inh,ERp5 block
COc1cccc(-c2ccc3c(c2)[C@H]2[C@H](CCN2C(=O)c2cnccn2)[C@H](CO)N3)c1,13,-6,-6,18,-0.7,4,1
C[C@H]1CN([C@@H](C)CO)C(=O)Cc2cc(N(C)C)ccc2O[C@@H]1CN(C)C(=O)Nc1ccc2c(c1)OCO2,2,7,5,2,.,-4,0
CN(CCOc1ccc(CC2SC(=O)NC2=O)cc1)c1ccccn1 (centres undefined),-7&1,0&7,-1&-3,-7&11,0.6&-0.4,-2&-1,-6&-2
O=C(O)c1cc(S(=O)(=O)NCCOc2ccccc2)ccc1Cl,1,3,-2,-1,.,8,5
O=C(CCc1ccccc1)NNC(=O)c1ccc(Br)cc1,.,-6,.,3,.,-2,-4
COC(=O)c1cc(NC(=O)c2cc(-c3ccc(C(F)(F)F)cc3)oc2C(F)(F)F)ccc1N1CCOCC1,-41,-2,-7,-20,1.7,-4,-3
N#Cc1cc(Cl)c(NCC2CCCO2)cc1C#N (centres undefined),-4,-4,-1,-5,.,-2,-2
CC=Cc1ccc2n(c1=O)C[C@@H]1[C@@H](CO)[C@H](C(=O)NC3CCCC3)N(Cc3nccs3)[C@H]21 (mixture of isomers),23,-2,2,5,-0.3,-5,-2
CCN(C(=O)CSc1nnc(COc2cccc(C)c2)o1)c1nc(C)cs1,7,-7,-1,5,.,-4,1
CC(=O)Nc1ccccc1NC(=O)c1ccccc1,.,10,.,-3,-8.5,-4,7
CN(Cc1ccon1)C(=O)c1ccc2nc(Cc3cccc(Cl)c3)oc2c1,-18,0,1,0,20,0,.
COCC(=O)N1[C@H](CO)[C@H](c2ccccc2)[C@@H]1CNC(=O)c1ccccn1,33,1,0,-4,0.1,15*,-1
O=C(Cc1ccccn1)NCC[C@@H]1CC[C@@H](NS(=O)(=O)c2ccc(F)cc2)[C@@H](CO)O1,2,11,2,7,0.3,0,-1
CC(C)(Oc1ccc(Cl)cc1)C(=O)N1CCC(C(N)=O)CC1,0,-2,-4,-3,1.7,-5,1
Cn1c2ccccc2c(=O)c2c(=O)n(-c3ccc(F)cc3)c(C3CCCCC3)nc21,.,-2,.,4,-2.2,.,-1
CCCCOc1ccc(NC(=O)CSc2cccc3cccnc23)cc1,.,-4,.,2,.,-5,3
C[C@@H]1CCCCO[C@@H](CN(C)Cc2ccncc2)[C@@H](C)CN([C@@H](C)CO)C(=O)c2cc(NC(=O)Nc3ccc4c(c3)OCO4)ccc2O1,.,8,2,-6,0.1,-8,-1
Cc1nc2sc3c(c2c(=O)n1N)CCC3,.,-3,.,9,0.1,-1,3
O=C(O)c1cc(S(=O)(=O)NC23CC4CC(CC(C4)C2)C3)ccc1Cl,8,-1,-2,6,3.9,-4,0
CCN(CC(=O)NCc1cccnc1)S(=O)(=O)c1ccc(OC)cc1,8,1,3,0,.,-4,8
C[C@H](CO)N1C[C@H](C)[C@H](CN(C)Cc2cccc(C(=O)O)c2)OCc2ccccc2-c2c(n(C)c3ccccc23)C1=O,4,10,1,11,-0.6,-3,11
CCOC(=O)C1=C(COC(=O)CNC(=O)c2cccc(C)c2)NC(=O)NC1C (centres undefined),10,-5,.,-3,-0.5,-1,-2
O=[N+]([O-])c1ccc(N2CCN(C(=S)Nc3ccccc3)CC2)cc1,.,2,.,6,.,-3,3
CC(C)c1ccc(N(CC(=O)NC2CCCCC2)C(=O)CNC(=O)c2ccco2)cc1,.,0,0,-1,0.3,.,1

# Of the compounds above, these have bromine.
SMILES,Statin myotox sup,S100A4 inh HTS,PglD inh,DENV2 CPE rescue,E-selectin induc,SIRT5 inh,ERp5 block
Cc1ccc(OCC(=O)NC(=S)Nc2ccc(S(=O)(=O)Nc3cc(C)on3)cc2)c(Br)c1,.,2,-2,-1,.,2,0
O=C(CNC(=O)c1ccccc1Br)N/N=C/c1ccc(O)cc1,.,-3,.,1,.,-2,5
COc1cc(C(C)=O)ccc1OCC(O)Cn1nc(C)c(Br)c1C (centres undefined),2,-21,3,6,.,3,-3
O=C(CCc1ccccc1)NNC(=O)c1ccc(Br)cc1,.,-6,.,3,.,-2,-4
